Screens (PubChem BioAssay)
FBW7 act: activators of human E3 ligase FBW7. AID 1259310. normalized activity (activation), % at 26.1 µM. Q969H0. AlphaScreen FBW7–phospho-cyclin E peptide binding, activator screen. 650,000 tested, 0.13% active; in the data active = normalized activity above about 1.9%;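 note: purified mutant Fbw7 with reduced substrate affinity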
Target sequence (Q969H0 whole entry, looked up): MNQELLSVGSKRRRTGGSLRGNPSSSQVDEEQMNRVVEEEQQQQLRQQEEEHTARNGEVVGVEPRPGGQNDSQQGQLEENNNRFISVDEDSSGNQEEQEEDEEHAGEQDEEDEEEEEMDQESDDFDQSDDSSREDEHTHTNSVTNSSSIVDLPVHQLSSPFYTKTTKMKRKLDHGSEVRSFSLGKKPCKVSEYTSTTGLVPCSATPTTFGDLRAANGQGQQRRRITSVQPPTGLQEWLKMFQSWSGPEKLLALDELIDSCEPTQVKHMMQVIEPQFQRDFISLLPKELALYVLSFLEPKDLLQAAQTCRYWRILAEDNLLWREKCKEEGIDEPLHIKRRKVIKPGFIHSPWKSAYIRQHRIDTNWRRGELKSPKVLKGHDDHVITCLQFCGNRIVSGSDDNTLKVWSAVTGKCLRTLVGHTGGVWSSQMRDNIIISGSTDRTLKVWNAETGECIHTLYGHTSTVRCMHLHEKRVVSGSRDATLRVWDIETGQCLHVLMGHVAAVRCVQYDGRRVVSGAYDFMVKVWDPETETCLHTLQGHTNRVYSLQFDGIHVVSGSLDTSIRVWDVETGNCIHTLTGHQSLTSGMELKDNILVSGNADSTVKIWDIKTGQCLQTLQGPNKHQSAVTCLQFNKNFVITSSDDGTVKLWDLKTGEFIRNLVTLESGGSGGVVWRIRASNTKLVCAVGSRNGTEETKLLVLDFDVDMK
GPR151 activ: activators of human GPR151; Q8TDV0; PathHunter beta-arrestin GPR151 cells, luminescence; activation, % at 11.2 µM; 650,000 tested, 1% active; AID 1508602; in the data active = activation above about 4.9%;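 note: 0% = median of compound wells and 100% = cells with positive control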
Target sequence (Q8TDV0 whole entry, looked up): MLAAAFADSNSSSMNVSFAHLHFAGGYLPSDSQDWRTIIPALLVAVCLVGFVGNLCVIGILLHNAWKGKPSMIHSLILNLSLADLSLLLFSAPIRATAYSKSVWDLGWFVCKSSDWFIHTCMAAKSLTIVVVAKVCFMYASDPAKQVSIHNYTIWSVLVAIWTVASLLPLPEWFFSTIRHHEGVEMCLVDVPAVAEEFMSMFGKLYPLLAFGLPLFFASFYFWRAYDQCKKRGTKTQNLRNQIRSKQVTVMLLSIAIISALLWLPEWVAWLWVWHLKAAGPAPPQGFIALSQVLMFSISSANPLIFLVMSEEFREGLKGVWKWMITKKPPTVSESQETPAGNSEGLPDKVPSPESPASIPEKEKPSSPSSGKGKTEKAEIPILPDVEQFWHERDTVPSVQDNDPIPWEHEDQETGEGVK
MITF inh: human MITF inhibition, primary screen | inhibition, % at 2.6 µM | AlphaScreen MITF homodimerization, bead proximity signal | O75030 | 650,000 tested, 0.91% active; in the data active = inhibition above about 50%;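 note: 0% = vehicle wells with protein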
TEAD-YAP block: TEAD-YAP interaction inhibition; HEK-TIYL cells, TEAD-Gal4/YAP UAS-luciferase luminescence; inhibition, % at 9.12 µM; 640,000 tested, 1.4% active; AID 1259422; in the data active = inhibition above about 32%;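 note: 0% = median of test compound wells and 100% = reference inhibitor wells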
Active calls of the source: *; & = joins results of further samples. Not a hit list, and some 3.4% of all compounds hit somewhere here.

SMILES | FBW7 act | GPR151 activ | MITF inh | TEAD-YAP block
CCCn1c(=S)[nH]c2cc(C(=O)NCCCN3CCOCC3)ccc2c1=O | -0.1 | -0.4 | -10 | 3
CCOC(=O)CSc1ccc(S(=O)(=O)N2CCCCCC2)cc1[N+](=O)[O-] | 0.1 | -1.0 | 5 | 9
CC1CSc2nc3sc4c(c3c(=O)n21)CCCC4 (stereo not given) | 0.8 | -1.7 | 2 | 1
Cc1nc(Nc2ccc(NC(=O)Cn3cnc4ccccc43)cc2)cc(-n2cccn2)n1 | 0.1 | 1.3 | -1 | 27
CCCCN(C)CCNS(=O)(=O)c1ccc2c(c1)n(C)c(=O)c(=O)n2C | 0.0 | -0.7 | 5 | -1
COc1cccc(-c2nccnc2NS(=O)(=O)c2ccc3c(c2)OCCO3)c1 | -0.2 | 0.8 | -8 | 3
COc1ccc(CC2(CCC(=O)N3CCn4cccc4C3C)CCC(=O)N2)c(F)c1 (stereo not given) | 0.0 | -0.8 | -13 | 10
CC(C)CNC(=O)c1cccc(NC(=O)C2CCCCC2)c1 | -0.2 | -0.1 | -7 | -2
Cc1ccc(/C=N/NC(=O)c2ccc(O)c(Cl)c2)cc1 | -0.1 | 1.8 | 2 | -1
CC1(CCC(=O)N2CCC(N3CCC(C(=O)NCc4ccccn4)CC3)CC2)CC1 | -0.1 | -0.2 | -5 | 7
O=C(/C=C/c1ccco1)NC(=S)NC1CCCCC1 | -0.4 | -0.4 | 0 | -51
CCN(CC)C(=O)C1CCCN(c2nc(NC3CCN(Cc4ccccc4)CC3)nc(N(CC)CC)n2)C1 (stereo not given) | -0.1 | -0.5 | -11 | -13
CN(Cc1ccccc1C(F)(F)F)C(=O)CC1(c2cccc(F)c2)CC(=O)N(C)C1=O (stereo not given) | 0.0 | 0.7 | 13 | -4
O=C(Nc1ccc2c3c(cccc13)CC2)c1ccc(Oc2ccccc2)cc1 | -0.1 | 1.0 | -7 | -2
COCCCNC(=O)c1ccccc1NC(=O)c1ccccc1 | -0.2 | 0.4 | 4 | 20
COc1ccccc1CCc1nnc(CCC(=O)N(C)CCn2nc(C)cc2C)o1 | -0.2 | 0.3 | -7 | -6
O=C1CCC(C(=O)NN2C(=O)c3cccc4cccc(c34)C2=O)=NN1 | 0.0 | -1.6 | 9 | 0
COc1cc(NS(=O)(=O)Cc2cccc(F)c2)ccc1N1CCCC1=O | 0.1 | -0.7 | 2 | 0
Cc1ccc(CNC(=O)CCN2N=C(c3ccccc3)CCC2=O)cc1 | 0.7 | -0.1 | 11 | -3
COc1cccc(C2C(C(=O)Nc3ccccc3OC)=C(C)Nc3nc(CCCO)nn32)c1 (stereo not given) | 0.0 | -0.8 | 9 | 2
CCCCOc1ccc(C2Nc3ccccc3NC3=C2C(=O)CC(C)(C)C3)cc1 (stereo not given) | 0.1 | -2.5 | 13 | 14
COc1ccc(/C(O)=C/c2nc3ccccc3n(-c3ccccc3)c2=O)cc1 | 1.2 | -0.4 | 17 | 4
CCN(c1cccc(C)c1)S(=O)(=O)c1ccc(-n2cccn2)cc1 | 0.1 | -0.8 | -4 | 6
O=C(CCC(=O)N1CCOCCOCCN(C(=O)CCC(=O)OCc2ccccc2)CCOCCOCC1)OCc1ccccc1 | 0.0 | -1.1 | -8 | -5
CCOC(=O)c1ccccc1NC(=O)CSc1ccc2nnc(-c3cccc(F)c3)n2n1 | -0.2 | 0.7 | 2 | -10
CCC/C=N/NC(=O)c1cccc(O)c1 | -0.1 | -1.9 | 9 | 34*
CCc1nnc(C2CCN(C(=O)Nc3cccc(OC)c3)CC2)s1 | 0.8 | 0.5 | -3 | 9
O=C(Nc1cccc(NC(=O)c2cc(I)ccc2Cl)c1)c1ccc(F)cc1 | 0.1 | 0.2 | 2 | -18
COc1cccc(OC)c1C(=O)Nc1cccc2c1C(=O)N(C)C2=O | -0.1 | 0.0 | -18 | -1
O=[N+]([O-])c1ccc2oc([N+](=O)[O-])c(Nc3ccccc3)c2c1 | -1.1 | 1.5 | 20 | -1
O=C(O)CONC(=O)OCC1c2ccccc2-c2ccccc21 | 0.2 | -1.2 | 8 | -5
COc1ccc(S(=O)(=O)N2CCCC2)c(C)c1C | 0.3 | -1.9 | 16 | 9
CC12C=CC(O1)C1C(=O)N(c3ccc(Br)cc3)C(=O)C12 (stereo not given) | -0.1 | -0.2 | 8 | 4
Cc1ccccc1N1C(=O)CN(S(C)(=O)=O)CC1(C)C(=O)NC1CCCC1 (stereo not given) | -0.1 | 0.4 | 0 | 8
CC1=C(C(=O)OCCc2ccccc2)C(c2ccc(Cl)c(Cl)c2)C2=C(CCCC2=O)N1 (stereo not given) | 0.2 | -0.3 | -19 | -5
CC1=CC(c2ccc(Cl)cc2)n2nc(N3C(=O)CCC3=O)nc2N1 (stereo not given) | -0.5 | -0.4 | -5 | -2
O=C1c2ccccc2C2CN(Cc3ccccc3)CCC12 (stereo not given) | 0.0 | 0.5 | 8 | 3
COc1ccc(C)cc1NC(=O)c1ccccc1NS(C)(=O)=O | -0.2 | 1.0 | 9 | 4
CS(=O)(=O)Nc1cccc(-c2cnc(NC3CCC(O)CC3)c3nccn23)c1 (stereo not given) | 0.2 | 0.7 | 3 | 7
CCN(CC)CCCOc1ccc(C)cc1[N+](=O)[O-] | 0.3 | 2.2 | 47 | 13
CC(C)N[C@H]1C[C@@H](C(=O)NCc2cccnc2)N(Cc2cccc(Cl)c2)C1 | -0.1 | -1.0 | 2 | -11
CC1(C)CC(=O)C=C(Nc2ccc(F)cc2F)C1 | -0.1 | -0.6 | -10 | -44
CC(=O)N1c2ccc(S(=O)(=O)N3CCCC(C(=O)N4CCCCC4)C3)cc2CC1C (stereo not given) | 0.0 | -2.4 | 1 | 7
Cc1ccc(C(=O)C2CCN(CC(=O)Nc3ccc(F)cc3)CC2)cc1 | 0.0 | -1.1 | 3 | 29
Cc1ncc(CO)c(/C=N/NC(=O)c2ccccc2O)c1O | -1.6 | 3.5 | 49 | -3
COc1ccc(-c2nc3cc(NC(=O)c4oc(=O)c5ccccc5c4-c4ccccc4)ccc3o2)cc1Cl | 0.0 | -1.4 | 8 | -4
Cn1c(=O)c2c(SCC(=O)N3CCOCC3)nc(-c3cccc(F)c3)nc2n(C)c1=O | 0.6 | 2.4 | 4 | 14
COCCn1c(SC)nnc1-c1ccc([N+](=O)[O-])cc1 | -0.1 | 0.1 | 7 | 3
Cc1ccc(C(=O)NCN2CCN(c3ccccc3)CC2)cc1 | 0.0 | 6.0* | 7 | 9
Cc1cccc(-n2c(-c3ccco3)nn(CC(=O)N3CCCCC3)c2=O)n1 | 0.0 | -0.1 | 3 | 2
Cc1ccc(C(=O)Cn2nnc(-c3ccc(N)cc3)n2)cc1 | 0.1 | -1.4 | 73* | 0
COCCCNC(=O)c1cc2cc(Br)ccc2oc1=O | 0.2 | -0.4 | 4 | -2
N#CCCN1CCN(c2cc(N3CCOCC3)c(F)cc2[N+](=O)[O-])CC1 | 0.1 | 1.3 | 14 | 11
CCc1ccc(NS(=O)(=O)c2ccc(SC)cc2)cc1 | 0.0 | -1.1 | -2 | 10
COc1ccccc1-c1nn(-c2ccccc2)cc1C(N)=O | 0.1 | -0.1 | 19 | 5
Cc1ccc(C(=O)NC(=S)Nc2nc(-c3ccccc3)cs2)cc1 | 0.1 | -1.2 | -1 | -2
C#CCSc1nn2c(=O)c(C)nnc2s1 | 0.1 | -3.6 | 4 | 10
O=C(NNc1ccc([N+](=O)[O-])cc1[N+](=O)[O-])c1ccncc1 | -0.3 | 1.0 | 7 | -4
O=C(NC1CCCCC1)C(c1ccco1)N(C(=O)c1csnn1)c1ccccc1 (stereo not given) | 0.0 | 1.4 | -10 | 0
COc1cc2sc(=NC(=O)c3coc4ccccc4c3=O)n(C)c2cc1OC | -0.2 | 0.7 | 0 | -2

11 compounds from above, arranged by count of non-hydrogen atoms, lowest first.
SMILES | FBW7 act | GPR151 activ | MITF inh | TEAD-YAP block
CC1(C)CC(=O)C=C(Nc2ccc(F)cc2F)C1 | -0.1 | -0.6 | -10 | -44
COCCn1c(SC)nnc1-c1ccc([N+](=O)[O-])cc1 | -0.1 | 0.1 | 7 | 3
COc1ccccc1-c1nn(-c2ccccc2)cc1C(N)=O | 0.1 | -0.1 | 19 | 5
Cc1ccc(C(=O)NC(=S)Nc2nc(-c3ccccc3)cs2)cc1 | 0.1 | -1.2 | -1 | -2
Cc1ccc(C(=O)C2CCN(CC(=O)Nc3ccc(F)cc3)CC2)cc1 | 0.0 | -1.1 | 3 | 29
Cc1cccc(-n2c(-c3ccco3)nn(CC(=O)N3CCCCC3)c2=O)n1 | 0.0 | -0.1 | 3 | 2
COc1cc2sc(=NC(=O)c3coc4ccccc4c3=O)n(C)c2cc1OC | -0.2 | 0.7 | 0 | -2
O=C(NC1CCCCC1)C(c1ccco1)N(C(=O)c1csnn1)c1ccccc1 (stereo not given) | 0.0 | 1.4 | -10 | 0
CC(=O)N1c2ccc(S(=O)(=O)N3CCCC(C(=O)N4CCCCC4)C3)cc2CC1C (stereo not given) | 0.0 | -2.4 | 1 | 7
Cn1c(=O)c2c(SCC(=O)N3CCOCC3)nc(-c3cccc(F)c3)nc2n(C)c1=O | 0.6 | 2.4 | 4 | 14
COc1ccc(-c2nc3cc(NC(=O)c4oc(=O)c5ccccc5c4-c4ccccc4)ccc3o2)cc1Cl | 0.0 | -1.4 | 8 | -4

Next part:
SMILES | FBW7 act | GPR151 activ | MITF inh | TEAD-YAP block
C=CCn1c(N)c(C(=O)NCCC2=CCCCC2)sc1=S | -0.5 | 1.8 | 8 | -74
COc1ccc(CN2CCN(C(=O)c3ccccc3F)CC2)cc1Br | 0.0 | -0.5 | 54* | -3
COCCNC(=O)c1cc(-c2cccc(OC)c2)on1 | -0.1 | -1.5 | -2 | -50
O=C(NCCOc1ccccc1)c1ccc(-c2csc3ccccc23)s1 | 0.3 | 0.7 | 11 | -19
COc1cc(/C=N\NC(=O)CNc2ccc(C)cc2)cc(Br)c1O | 0.1 | -0.5 | 10 | 20
CN(C)c1cccc(Nc2nc(NCCO)c3ncn(C4CCCCC4)c3n2)c1 | 0.1 | -0.7 | -7 | 7
Cc1ccc(CN2CC34C=CC(O3)C(C(=O)NCCc3ccc(Cl)cc3)C4C2=O)cc1 (stereo not given) | -0.1 | 1.2 | 4 | 3
COc1ccc(OC)c(C2C(C(=O)OC3CCCC3)=C(C)NC3=C2C(=O)CC(c2ccc(OC)c(OC)c2)C3)c1 (stereo not given) | 0.2 | -1.1 | 1 | 5
CCc1ccc(C(=O)NCCCCN2CCOC(c3ccccc3)C2)cc1 (stereo not given) | 0.1 | -0.2 | 10 | 11
CCOC(=O)CCN(Cc1sccc1C)S(=O)(=O)c1cccc([N+](=O)[O-])c1 | -0.2 | -1.1 | 10 | 8
CC(=O)c1ccc(CCCC(=O)O)cc1 | 0.1 | -0.7 | 5 | 6
COc1ccc(-c2nc(C)cc(NCCOc3ccccc3)n2)cn1 | 0.0 | -0.5 | 6 | -26
Cc1cc(C)nc(N2CCN(c3ncnc4c3cnn4-c3ccccc3)CC2)n1 | 0.3 | 2.3 | 3 | 0
Cc1cc(Nc2ccc(N3CCOCC3)cc2)nc(NCc2ccc3c(c2)OCO3)n1 | 0.0 | -0.4 | 34 | 38*
CCc1cccc(NC(=O)c2cnccn2)c1 | -0.1 | 2.5 | 2 | -26
Cc1cc(O)c(NC(=O)c2ccc(-c3ccc(Br)cc3)o2)cc1C | 0.1 | 2.3 | 0 | 0
Cc1ccc2[nH]c(=O)cc(C)c2c1 | -0.6 | 0.8 | 7 | -4
O=C(N/N=C/c1ccc([N+](=O)[O-])cc1)C1SCCCS1 | -0.1 | -1.2 | -4 | -4
C[C@H]1[C@H](NC(=O)/C(=N\OC(C)(C)C(=O)O)c2csc(N)n2)C(=O)N1S(=O)(=O)O | 0.0&0.1 | 1.0&-0.5 | 8&-6 | -3
COCCNC(=O)C(=O)NCCc1ccc(OC)c(OC)c1 | -0.2 | 4.8 | 4 | -2
CCN(CC)c1ccc(/C=N\NC(=O)c2ccc(O)cc2)cc1 | 0.0 | -0.2 | 1 | 27
CCCc1ncc(CN2CCC(C(=O)Nc3ccc(Oc4cccnc4)cc3)CC2)cn1 | 1.5 | -0.7 | -5 | 22
Cc1cc(C(F)(F)F)nn1CC(=O)NCc1cccs1 | -0.3 | -0.7 | -1 | 0
O=C(Nc1nc(-c2ccncc2)cs1)C1Oc2cc3ccccc3cc2O1 | -0.1 | 0.7 | -4 | -9
Clc1ccccc1CSc1nc(NCC2CCCO2)c2ccccc2n1 (stereo not given) | -0.1 | 1.1 | -6 | 3
COC(=O)c1ccc(/C=C(\C(=O)C(=O)O)c2ccc3ccccc3n2)cc1 | -0.1 | -2.3 | 11 | 60*
O=C(NC(=S)Nc1ccc(Cl)cc1)c1cccs1 | 0.0 | 0.4 | -1 | -7
CC1=CC(C)(C)N(C(=O)c2ccc(F)cc2)c2ccc(OC(=O)c3ccc(F)cc3)cc21 | -0.2 | -1.0 | -4 | -3
C=CCN(CC=C)c1nc(-c2ccc(Cl)cc2)nc2ccccc12 | -0.1 | -1.7 | 6 | -1
COc1ccc(-n2nnc(C(N)=O)c2C)cc1OC | 0.0 | -1.3 | -6 | -13
CCCC(=O)N1CCc2c(C(=O)OC)c(OCCc3ccsc3)cc(=O)n2CC1 | -0.1 | 1.1 | -25 | 2
COC(=O)c1c(S(N)(=O)=O)sc2c1CCN(Cc1ccc(C)cc1C)C2 | 0.0 | 0.5 | -3 | 5
Cc1ccc(NC(=O)CC2CCOCC2)cc1C | 0.0 | -0.1 | 10 | -41
CN1CCN(c2ccc(-c3cccc(Cl)c3)cn2)CC1 | 0.5 | -4.6 | 8 | 54*
